# Compound activity deposited in PubChem by Sanford-Burnham Center for Chemical Genomics.
# MKP-3 inhibition: MKP-3 phosphatase inhibitors, primary screen, biochemical, rat enzyme, in vitro (AID 425) | one-dose inhibition, % at 20 µM; IC50 in µM for titrated hits | 0.17% of 110,000 active | recombinant MKP-3 phosphatase activity, fluorescence; higher % means a stronger effect; in the data active = inhibition above about 50%;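 also: plate controls were vehicle for no effect and reference inhibitor for full effect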
# Hsp70 displacement: Hsp70 inhibitors, probe displacement, primary screen, biochemical, fluorescence polarization (AID 583); Hsp70 fluorescence polarization probe displacement, mP; higher % means a stronger effect; one-dose displacement, % at 20 µM; IC50 in µM for titrated hits; 0.06% of 140,000 active; in the data active = displacement above about 50%;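 also: plate controls were vehicle for no effect and reference ligand for full effect; a part of the inactive calls stands beside numbers as strong as those of hits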
# * = called active by the depositor; . = no result given; & = joins results of further samples. This is a subset (hit frequency here may not be typical).
SMILES	MKP-3 inhibition	Hsp70 displacement
Cc1ccc(C(=O)Nc2ccc(NC(=O)c3ccccc3)cc2)cc1S(=O)(=O)N1CCOCC1	2.7%	-0.2%
CCCCN(C(=O)CNC(=O)c1cccs1)C(C(=O)NC1CCCCC1)c1cccnc1 (stereo not drawn)	.	1.7%
O=C(C(c1ccccc1)c1ccccc1)N1CCN(Cc2ccccn2)CC1	1.7%	.
N=c1c(S(=O)(=O)c2ccccc2)cc2c(=O)n3ccccc3nc2n1Cc1ccco1	-7.3%	3.0%
CN(C)C(=O)C1(C)CSSC(C)(C(=O)N(C)C)CSSC(C)(C(=O)N(C)C)CSS1 (stereo not drawn)	-11.7%	2.5%
Cc1ccc(N=Cc2ccccc2OCc2ccccc2)c(O)c1	4.4%	2.5%
COc1ccc(OC)c(C=Nc2ccc(I)cc2)c1	0.2%	5.0%
O=C(NCCOC(=O)c1ccc(S(=O)(=O)N2CCOCC2)cc1)c1cccnc1	1.8%&4.7%	-1.9%&-0.4%
COc1ccc(/C=C2/C(=O)N(c3ccccc3)N=C2C)c(OC)c1OC	-1.6%	1.0%
COc1ccc2[nH]c(=O)c(CN(Cc3ccco3)C(=O)c3ccccc3)cc2c1	4.3%	6.8%
Cc1ccccc1N1CC(C(=O)N/N=C\c2ccc(Br)cc2)CC1=O (stereo not drawn)	1.4%	-3.2%
O=C(C1CCC1)N1CCc2cc(S(=O)(=O)N3CCN(c4ccccn4)CC3)ccc21	-2.3%	3.1%
O=C(NNS(=O)(=O)c1ccc(F)cc1)c1cccc(Br)c1	-1.6%	2.4%
CSc1ccc(/C=C(\NC(=O)c2ccc(C)cc2)C(=O)Nc2cccc(F)c2)cc1	-1.0%	1.9%
CCOc1ccc(OCC)c(NC(=O)C2CCCN(S(=O)(=O)c3c(C)noc3C)C2)c1 (stereo not drawn)	-2.1%	8.8%
CCn1nc(C)c(Oc2ccccc2O)c1C	2.8%	-3.4%
CC1(C)CC(=O)C2=C(C1)OC1=C(C(=O)CC(C)(C)C1)C2c1ccc(-c2nnc(N)s2)cc1	5.6%	2.1%
Cc1ccnc(NS(=O)(=O)c2cc(C(C)(C)C)cc(C(C)(C)C)c2)c1	4.0%	-1.6%
CCC(C)(C)NC(=O)C(c1ccccc1)N(C(=O)c1csnn1)C1CC1 (stereo not drawn)	.	0.9%
CCCCSc1nnc(-c2ccc(NC(=O)CC)cc2)n1C	4.7%	.
CC(=O)Nc1ccc(/C=C(/C#N)C(=O)NCc2ccco2)cc1	1.6%	-0.4%
CCOc1ccc(/C=N/N2C(=O)C3C(C2=O)C2C=CC3C23CC3)cc1OC (stereo not drawn)	-2.0%	-1.7%
COc1cccc(C(O)CC(N)=O)c1 (stereo not drawn)	-10.2%	0.9%
Fc1cccc(Nc2ncnc3c2cnn3-c2ccccc2)c1	-11.2%	0.7%
COc1ccc(-c2nnn(CC(=O)NC3CCCc4ccccc43)n2)cc1OC (stereo not drawn)	-1.1%	-1.8%
O=C(NC1CCCC1)c1ccc(Br)s1	-4.1%	0.9%
CC(C)c1ccc(NC(=O)C(=O)NCCCO)cc1	1.2%	-1.2%
CCC(C)(C)n1nnnc1C(c1cccnc1)N1CCCc2ccccc21 (stereo not drawn)	-0.5%	.
O=C(NC1CC1)c1ccc2c(c1)ncn2C1CCCC1	-7.9%	.
CC1CN(Cc2nc3c(c(=O)n(C)c(=O)n3C)n2CC(=O)c2ccccc2)CC(C)O1 (stereo not drawn)	.	2.2%
COc1cccc(C(=O)Nc2nc3c(c(=O)[nH]2)CCCC3)c1	.	2.5%
N=C1S/C(=C\c2ccc(-c3cccc([N+](=O)[O-])c3)o2)C(=O)N1c1ccc2c(c1)OCO2	0.6%	-1.8%
COC(=O)Nc1nnc(CC(=O)Nc2ccccc2C)s1	1.8%	-2.7%
CC1(C)CC2(CCO1)N1CC3(C)CN2CC(C)(C1)C3=O (stereo not drawn)	.	14.1%
CCOC(=O)c1c(C)oc2ccc(O)c(CN3CCCCC3)c12	3.0%	-3.2%
O=C(COc1ncnc2ccccc12)NCCCN1CCCC1=O	1.9%	4.5%
CCOc1cc(C=O)ccc1OCCN1CCOCC1	1.0%	1.5%
COc1cc2[nH]c(=O)n3nc(-c4ccccc4)nc3c2cc1OC	-8.6%	.
CCCc1ccc(Oc2cn[nH]c2-c2ccc(O)cc2O)cc1	-10.2%	4.1%
COc1ccc2[nH]c(=O)c(CN(CCO)C(=O)c3cccs3)cc2c1	.	6.0%
Cc1c(NC(=O)Cn2cnc3c(=O)n(C)c(=O)n(C)c32)cccc1-c1nc2ccccc2o1	-5.2%	-6.0%
COc1cc(NC2=CC(=O)CC(C)(C)C2)cc(OC)c1OC	-1.4%	-2.5%
CCC(=O)Nc1ccc(NC(=O)c2ccc(OC)c([N+](=O)[O-])c2)cc1	1.2%	-1.0%
Cc1ccc(OCCSc2nc(C)cc(=O)[nH]2)c(C(C)C)c1	-0.6%	0.3%
O=C(c1ccccc1F)N1CCN(c2ccccc2F)CC1	-2.8%	3.1%
CCOC(=O)c1ccccc1NC(=O)c1ccc(NS(C)(=O)=O)cc1	-8.1%	2.9%
Cc1ccc(NC(=O)C(=O)NCCN2CCN(S(=O)(=O)c3ccc([N+](=O)[O-])cc3)CC2)cc1	2.4%	-3.5%
O=C(O)c1ccc(SC(C(=O)O)c2ccccc2)cc1 (stereo not drawn)	-1.4%	0.7%
COc1ccc(C2CC(=O)NC(SCc3ccccc3)=C2C#N)cc1OCc1ccccc1 (stereo not drawn)	0.3%	-7.3%
CCN1CCN(C(c2ccc(F)cc2)c2nnnn2Cc2cccs2)CC1 (stereo not drawn)	2.9%	.
CCC1(CC)Cc2ccccc2C(CC(=O)N2CCOCC2)=N1	.	4.0%
Cc1ccc(C)c(OCC(=O)Nn2c(C)nc3ccccc3c2=O)c1	.	-0.2%
Clc1ccc(Cc2nnn(-c3ccccc3)n2)cc1	2.1%	-2.1%
Cc1occc(=O)c1OC(=O)Nc1ccccc1	8.5%	-6.1%
O=C(c1ccc(Cl)s1)N1CCN(c2ccccc2)CC1	-11.5%	-3.1%
Cc1ccc(S(=O)(=O)NCCNc2c(Cl)cccc2[N+](=O)[O-])cc1	2.3%	-1.6%
CCOC(=O)N1CCN(C(=O)Nc2ccc3nc(C)sc3c2)CC1	5.4%	0.6%
CCOC(=O)N1CCN(c2ccc(C(=O)CC)cc2F)CC1	7.9%&2.9%	1.1%&-1.8%
CCN(C(=O)CCc1nc(-c2ccccc2F)no1)c1cc(OC)ccc1OC	-12.0%	10.8%
CCN(CC)CCCN1C(=O)C(=O)/C(=C(/O)c2ccc(OC)c(Cl)c2)C1c1ccco1 (stereo not drawn)	-9.5%	0.9%

# Profiles, looked up by structure. Order of screens: MKP-3 inhibition, Hsp70 displacement
# Listed for Cc1ccc(C(=O)Nc2ccc(NC(=O)c3ccccc3)cc2)cc1S(=O)(=O)N1CCOCC1 = 2.7%, -0.2%
# Listed for CCOC(=O)c1c(C)oc2ccc(O)c(CN3CCCCC3)c12 = 3.0%, -3.2%
# Listed for O=C(C(c1ccccc1)c1ccccc1)N1CCN(Cc2ccccn2)CC1 = 1.7%, .
# Listed for O=C(NCCOC(=O)c1ccc(S(=O)(=O)N2CCOCC2)cc1)c1cccnc1 = 1.8%&4.7%, -1.9%&-0.4%
# Listed for COc1cccc(C(=O)Nc2nc3c(c(=O)[nH]2)CCCC3)c1 = ., 2.5%

# (next part)
smiles,MKP-3 inhibition,Hsp70 displacement
O=C(Cn1nnc(-c2ccccc2F)n1)Nc1ccc2c(c1)OCO2,-4.3%,-2.4%
Cc1nnc(SCC(=O)NCc2ccco2)[nH]c1=O,-4.9%,5.7%
Cc1ccc(C(C)C)c(OCC(=O)Nc2cc(-c3nc4ccccc4o3)ccc2C)c1,6.7%,-8.5%
CCc1ccc(/C=C2\SC(=O)NC2=O)cc1,-3.5%,9.6%
Cc1cccc(/N=C/c2c(O)c3ccccc3oc2=O)n1,-4.3%,2.0%
COc1ccc(N2C(=O)NC(=O)/C(=C\c3ccc(OC)cc3C)C2=O)cc1,-0.5%,1.5%
Cc1ccc(OCCCCCCN2CCCC2)cc1,-3.2%,0.6%
CCC(c1nnc(SCC(=O)NCC2CCCO2)n1Cc1ccccc1)N(C)C (stereo not drawn),-2.5%,-0.7%
CC1CC(C)CN(CCCNC(=O)Cc2c(C(=O)O)n(C)c3ccccc23)C1 (stereo not drawn),.,-0.3%
COc1ccccc1N1CC(C(=O)OCC(=O)c2ccc(F)cc2)CC1=O (stereo not drawn),-5.6%,-3.5%
O=C(Nc1ccccc1)Nc1nc(-c2ccc(Cl)cc2Cl)cs1,1.0%,0.7%
COc1ccc(Cc2c(O)nc(SCC(C)C)[nH]c2=O)cc1,0.7%,1.5%
Cc1cc(Cl)c(S(=O)(=O)N2CCSCC2)cc1OCC(=O)NC1CCCCC1,.,-1.4%
Cc1ccc(-c2c(C#N)c(SCC(=O)c3ccc(O)c(O)c3)nc3c2CCCC3)o1,-0.4%,-2.1%
CN1C(=O)C(CC(=O)Nc2ccc3c(c2)Cc2ccccc2-3)N(C)C1=O (stereo not drawn),-8.9%,-2.3%

# Reprinted at random: 4 entries already listed.
smiles,MKP-3 inhibition,Hsp70 displacement
CCOc1ccc(/C=N/N2C(=O)C3C(C2=O)C2C=CC3C23CC3)cc1OC (stereo not drawn),-2.0%,-1.7%
CCC(C)(C)n1nnnc1C(c1cccnc1)N1CCCc2ccccc21 (stereo not drawn),-0.5%,.
CCC(c1nnc(SCC(=O)NCC2CCCO2)n1Cc1ccccc1)N(C)C (stereo not drawn),-2.5%,-0.7%
CCOC(=O)c1c(C)oc2ccc(O)c(CN3CCCCC3)c12,3.0%,-3.2%

# Continued:
smiles,MKP-3 inhibition,Hsp70 displacement
O=c1c2cc3c(=O)n(-c4nc5ccccc5s4)c(=O)c3cc2c(=O)n1-c1nc2ccccc2s1,0.2%,5.5%
COc1ccccc1-c1nnn(CC#N)n1,2.7%,-3.8%
COc1ccc(C2C(C#N)=C(N)OC3=C2C(=O)CCC3)c(OC)c1OC (stereo not drawn),-3.1%,4.7%
O=C1CCCC(O)=C1C1NCCc2ccccc21 (stereo not drawn),.,3.0%
O=C(Nc1ccccc1-c1ccccc1)NC1CCN(CC(=O)N2CCOCC2)CC1,1.5%,1.7%
O=C(c1ccccc1Sc1cccc2ccccc12)N1CCOCC1,.,-2.8%
Cc1cc(C(=O)CSc2nnc(-c3ccc(OC(F)F)cc3)o2)c(C)n1Cc1cccs1,-1.1%,4.2%
O=C(/C=C/c1cccc(C(F)(F)F)c1)Nc1cccc(C(F)(F)F)c1,1.8%,7.5%
O=C(NCc1ccccn1)c1ccc(Cl)s1,.,1.7%
CN1CCN(CCCOc2cc(Cl)ccc2Cl)CC1,-3.4%,-3.0%
Cc1cc(=O)n(CCCO)c(O)c1C#N,6.2%,9.6%
CC(=O)c1noc(C)c1C(=O)Nc1nccs1,.,2.3%
CCc1cc(C)cc(OCCOc2ccccc2/C=C2/SC(=S)N(C)C2=O)c1,-1.0%,-4.4%
O=S(=O)(Nc1cccc(Cl)c1Cl)c1ccc2ccccc2c1,3.2%,1.0%
COc1ccc(C(=O)Oc2ccc3oc(=O)sc3c2)cc1,.,5.5%
CCCOc1ccc(N2C(=O)CC(N3CCN(Cc4ccc5c(c4)OCO5)CC3)C2=O)cc1 (stereo not drawn),0.0%,6.0%
Cc1cccc(C)c1OC(=O)CSc1nnc(-c2ccccc2)o1,.,-1.6%
O=C(O)c1cc2c(ccc3ccccc32)o1,4.0%,1.9%
COc1ccc(/C=C2\C(=O)NN(c3ccccc3)C2=O)cc1O,2.3%,2.1%
O=C(/C=C/Nc1cccc(C(F)(F)F)c1)c1ccc(Br)cc1,2.1%,4.1%
C/C(=C1/SC(N2CC(C)OC(C)C2)=NC1=O)c1ccccc1 (stereo not drawn),6.6%,.
O=C(COc1ccc(Cl)cc1)Nc1cc([N+](=O)[O-])ccc1F,-0.9%,-3.5%
Cc1cc2nc(-c3cc(NC(=O)c4ccco4)ccc3O)oc2cc1C,2.7%,2.2%
O=C(c1ccc(NC(=O)c2cc(Br)cc(Br)c2O)c(Cl)c1)c1cccs1,0.0%,2.6%
Cc1cc(=O)oc2n[nH]c(-c3ccccc3)c12,-3.0%,-1.3%
COc1ccccc1OCCCOc1c(Cl)cccc1Cl,-0.2%,-3.7%
COc1ccc2oc(=O)c(C(=O)N3CCN(c4ccccc4F)CC3)cc2c1,-2.4%,7.3%
CCOC(=O)N1CCN(C(=O)C(CC(C)C)NC(=O)C2CCCCC2)CC1 (stereo not drawn),3.0%,-0.3%
COc1ccc(C(=O)Nc2cc3nn(-c4ccc(C)cc4)nc3cc2C)cc1,0.9%,1.5%
COC(=O)Cn1cnc2sc(C)c(S(=O)(=O)N3CCN(c4ccccc4OC)CC3)c2c1=O,6.2%,0.9%
CCNc1nc(N)nc(Oc2ccc(OCc3ccccc3)nn2)n1,.,-4.3%
CCCCCc1nc(N)c(C#N)c(-c2ccco2)c1CCCC,.,3.0%
CS(=O)(=O)N(CC(=O)N1CCOCC1)c1cccc(C(F)(F)F)c1,-2.2%,-7.1%
CCOc1ccc(-c2nnn(CC(=O)N3CCCC3)n2)cc1OCC,.,3.2%
COc1ccc(OC)c(NS(=O)(=O)c2cccs2)c1,-1.6%,4.0%
CCc1nnc(NC(=O)[C@@H](NC(=O)c2cccc(S(=O)(=O)N3CCOCC3)c2)C(C)C)s1,.,-2.3%
CCN1C(=O)/C(=C\c2ccc(-c3ccc([N+](=O)[O-])cc3Br)o2)SC1=S,0.7%,-6.2%
CN(c1ccc(C(=O)N2CCN(Cc3ccc4c(c3)OCO4)CC2)cc1)S(=O)(=O)c1ccccc1,.,1.5%
